PLCg1 inh – PLC-gamma1 (human) inhibition, primary screen; P19174; purified PLC-gamma1, fluorogenic substrate, fluorescence; inhibition, % at 12.2 µM; hit rate 0.84% among 370,000; in the data active = inhibition above about 9.5%
ADAM17 inh – inhibitors of human ADAM17 | AID 720648 | P78536 | inhibition, % at 6.95 µM | recombinant ADAM17, EDANS/DABCYL FRET peptide cleavage | hit rate 0.83% among 370,000;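 active = inhibition above the mean of compounds lying between control limits plus 3 SD, set per campaign, cut at about 8.5% in these data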;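 also: 0% = DMSO-only wells as the low control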
Target sequence (P78536 215-824 limits assumed): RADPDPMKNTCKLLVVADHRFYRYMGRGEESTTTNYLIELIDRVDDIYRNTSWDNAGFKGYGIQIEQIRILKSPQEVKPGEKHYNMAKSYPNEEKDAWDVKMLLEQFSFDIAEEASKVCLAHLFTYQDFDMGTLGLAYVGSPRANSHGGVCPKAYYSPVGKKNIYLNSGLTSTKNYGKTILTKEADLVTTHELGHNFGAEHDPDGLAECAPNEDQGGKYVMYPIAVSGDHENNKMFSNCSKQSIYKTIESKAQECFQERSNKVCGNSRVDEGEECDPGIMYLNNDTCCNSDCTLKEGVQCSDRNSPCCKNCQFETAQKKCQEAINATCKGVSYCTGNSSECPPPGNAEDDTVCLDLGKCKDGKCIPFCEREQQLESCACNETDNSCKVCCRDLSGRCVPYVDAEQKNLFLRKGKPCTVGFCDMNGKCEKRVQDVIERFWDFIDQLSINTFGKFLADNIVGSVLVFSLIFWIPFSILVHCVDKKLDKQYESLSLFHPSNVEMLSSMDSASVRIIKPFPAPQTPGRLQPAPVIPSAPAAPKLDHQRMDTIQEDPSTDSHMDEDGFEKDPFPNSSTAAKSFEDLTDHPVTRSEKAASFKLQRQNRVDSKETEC
PLCb3 inh – PLC-beta3 (human) inhibition, primary screen; Q01970; Purified PLC-beta3, fluorogenic substrate, fluorescence; inhibition, % at 12.2 µM; hit rate 0.18% among 370,000; AID 720704; in the data active = inhibition above about 11%;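 also: 0% = median of compound wells on plate and 100% = full blocker control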
ARFGAP1 inh – inhibits rat ARF GTPase activating protein 1 | Arfgap1-stimulated ARF1 GTP hydrolysis, GDP FP detection | inhibition, % at 16.5 µM | hit rate 0.26% among 360,000;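 active = inhibition above a per-plate limit, mean inhibition of low control wells plus 3 SD, cut at about 25% in these data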;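 also: 0% = DMSO wells with enzyme and 100% = wells lacking Arfgap1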
Target sequence (Q62848 1-136 limits assumed): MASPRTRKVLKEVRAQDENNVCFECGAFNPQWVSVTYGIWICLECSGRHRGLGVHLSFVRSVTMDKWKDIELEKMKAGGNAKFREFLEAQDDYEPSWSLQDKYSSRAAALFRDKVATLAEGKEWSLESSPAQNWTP
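material = rat Arfgap1 catalytic domain, aa 1-136 | also added = human ARF1(Δ1-17)-GTP substrate | compound dosing = one concentration, 16.5 µM, DMSO 1.26% | times = GTP hydrolysis reaction 2 h at 25 °C | measured by = FP, GDP Alexa 633 tracer displaced from anti-GDP antibody, 620/688 nm | evaluation = percent inhibition of Arfgap1-stimulated GTP hydrolysis | replication = single well per compound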
TDP2 inh – TDP2 (human) inhibition, absorbance primary screen | O95551 | recombinant TDP2, T5PNP hydrolysis, p-nitrophenol absorbance 415 nm | inhibition, % at 12.8 µM | hit rate 0.34% among 370,000;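 active = inhibition above the mean of all tested compounds plus 3 SD, set per campaign, cut at about 25% in these data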;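 also: 0% = DMSO with enzyme and 100% = buffer with substrate but no TDP2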
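Evaluation: % inhibition relative to enzyme-containing and enzyme-free wells. Material: recombinant human TDP2. Benchmarks: enzyme-free and DMSO wells. Timing: enzyme reaction with compound for 2 h at 37 °C. Compound dosing: 12.8 µM only. Measured by: p-Nitrophenol epi absorbance. Reagent: T5PNP substrate at 5 mM, a TopII-DNA adduct mimic. Replication: single well per compound.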
ADAM10 inh – inhibits human ADAM10 | recombinant ADAM10, EDANS/DABCYL FRET peptide cleavage, 3 h | inhibition, % at 7 µM | hit rate 0.62% among 370,000 | AID 720582;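 active = inhibition above a per-campaign cutoff equal to the mean of compounds falling between control-based bounds plus 3 SD, cut at about 20% in these data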;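 also: 0% = DMSO wells while the 100% control is not disclosed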
Tn6 DDE FP – DD(E)-Tn6 binding inhibition, primary FP screen | P02675 | Fibrin DD(E) TRITC-Tn6 fluorescence polarization displacement | inhibition, % at 8.3 µM | hit rate 0.21% among 370,000;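 active = inhibition above a per-campaign cutoff: mean of compounds within control limits plus 3 SD, cut at about 15% in these data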;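 also: 0% = median of all compound wells on the plate and 100% = blocking peptide control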
SIAE primary – blocks human sialic acid acetylesterase | Q9HAT2 | SIAE FP-Rh probe binding, fluorescence polarization | inhibition, % at 9.66 µM | hit rate 0.69% among 370,000;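 active = inhibition above a cutoff: mean of compounds within the control limits plus 3 SD of those, cut at about 17% in these data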;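 also: 0% = plate median of compound wells and 100% = probe without SIAE protein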
ASAP1 GAP inh – blocks human ASAP1-stimulated Arf1 GTP hydrolysis; Q9ULH1; inhibition, % at 16.5 µM; AID 624377; GDP FP detection; hit rate 0.19% among 360,000; in the data active = inhibition above about 25%;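 also: 0% = vehicle with enzyme and substrate and 100% = no enzyme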
Tn7 DDE FP – disrupts Tn7 cyclic peptide binding to fibrin D-Dimer-E complex | P02675 | FP displacement of FITC-Tn7 peptide from fibrin DD(E); 0% = median of compound wells per plate | inhibition, % at 8.3 µM | hit rate 0.13% among 370,000 | AID 720508;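 active = inhibition above the mean of compounds falling within the control limits plus 3 SD of them, cut at about 14% in these data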;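 also: 0% = plate median of compound wells and 100% = 10 µM Aha-Tn7 peptide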
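assay system = human clot-derived fibrin DD(E) complex | quantity = Fibrin-DD(E) at 2 µM final | timing = 10 min preincubation, 3 h with tracer, room temperature | signal = fluorescence polarization | measure = percent inhibition | benchmarks = high control wells with 10 µM unlabelled Aha-Tn7 peptide (full inhibition) | replicates = singlicate testing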
Active calls of the source: *.

Values run as follows: PLCg1 inh | ADAM17 inh | PLCb3 inh | ARFGAP1 inh | TDP2 inh | ADAM10 inh | Tn6 DDE FP | SIAE primary | ASAP1 GAP inh | Tn7 DDE FP
- O=C1c2ccccc2C(c2nnnn2-c2ccc3c(c2)OCCO3)N1CCCN1CCOCC1 (stereo not given)
  -0.2 | -6.2 | -2.4 | -3.5 | -0.6 | -11.3 | 0.0 | 5.0 | 6.9 | -1.8
- COc1cccc(NC(=O)COc2cccnc2[N+](=O)[O-])c1
  -2.5 | -3.0 | 5.4 | 4.6 | 0.3 | -4.0 | -4.7 | 1.9 | 9.0 | 4.6
- O=C(COC(=O)c1ccc(Br)cc1)NCCC1=CCCCC1
  0.2 | -1.5 | -5.9 | 10.6 | -13.7 | -2.1 | -0.7 | -1.1 | 5.6 | 0.8
- O=C(Nc1ccccc1-c1ccccc1)c1ccccc1
  6.5 | -2.2 | -5.8 | 7.3 | -3.3 | 2.5 | 4.4 | -2.4 | 0.5 | -1.6
- Nc1c(C(=O)Nc2ccc(Cl)cc2)sc2nc(N3CCOCC3)c3c(c12)CCCC3
  -308.1 | -42.1 | -434.0 | 9.3 | 22.7 | -92.3 | 3.2 | -7.0 | 12.4 | 7.1
- c1ccc(C2=Nn3c(nnc3-c3cc(-c4ccccc4)n[nH]3)SC2)cc1
  4.0 | 3.3 | 7.1 | 12.3 | -10.8 | 3.0 | 2.0 | -2.3 | -7.1 | 5.5
- COc1cc(OC)c(C2=NOC(C(=O)NCCc3ccccc3)C2)cc1Cl (stereo not given)
  -0.2 | -2.3 | 3.7 | -2.4 | -8.7 | -3.4 | -3.4 | 1.6 | 9.9 | -5.1
- O=C(CCC(=O)Nc1ccc(Br)cc1)N/N=C/c1ccccc1F
  -4.2 | 1.1 | -9.1 | -0.9 | 2.7 | -3.8 | 8.5 | -5.2 | 6.5 | 10.8
- COc1cccc(Oc2ccc(S(=O)(=O)N3CCOCC3)cc2[N+](=O)[O-])c1
  3.8 | -2.9 | -1.7 | 0.8 | -5.2 | -12.1 | -3.6 | -0.8 | -7.1 | 0.7
- NC(=O)c1ccc(NC(=O)CCC(=O)c2cccs2)cc1
  -1.2 | -1.1 | -7.2 | 0.6 | 3.7 | -4.0 | 0.0 | -6.3 | 8.2 | -10.2
- COc1ccc(C2c3c(oc4ccccc4c3=O)C(=O)N2Cc2ccncc2)cc1OC (stereo not given)
  -48.3 | 0.1 | -58.9 | -6.2 | -13.2 | -6.4 | -1.2 | 2.2 | 4.3 | 2.1
- COC(=O)c1c(C)oc(C)c1S(=O)(=O)NCc1ccc(Cl)cc1Cl
  4.6 | -1.6 | -7.8 | -1.9 | -14.3 | -3.1 | 2.0 | -1.6 | 2.7 | 1.9
- CCCNC(=O)C(Cc1ccccc1)NS(=O)(=O)c1ccc2c(c1)c(=O)n(C)c(=O)n2C (stereo not given)
  0.6 | -5.1 | -4.1 | 5.1 | 0.9 | -24.7 | -2.8 | -2.1 | -7.4 | 4.9
- CC(C)(O)C#Cc1ccccc1C(=O)NC(CC(N)=O)C(=O)O (stereo not given)
  -1.2 | -4.6 | 0.6 | 5.8 | 5.4 | -5.3 | 0.9 | -2.2 | -3.6 | -4.6
- C(=N\Nc1ccccn1)/c1cccnc1
  -0.1 | -1.6 | -8.8 | 1.4 | -1.3 | 7.8 | -9.0 | -2.4 | -2.5 | 5.5
- O=C(NCc1ccc(C(F)(F)F)cc1)C1CC(c2cccc(F)c2)=NO1 (stereo not given)
  1.1 | 0.7 | -1.9 | 10.9 | 0.1 | 8.0 | -0.3 | -6.0 | 2.5 | -8.0
- Cc1ccc2c(CN(C)Cc3cccc(Cl)c3)cc(=O)oc2c1C
  1.5 | -0.4 | -2.4 | -5.3 | -10.5 | 8.0 | -5.2 | -7.4 | -0.7 | 0.2
- COc1ccc(C(=O)Nc2ccc(O)c3ccccc23)cc1
  9.4 | 1.6 | -4.2 | 2.0 | 11.7 | 6.8 | -6.8 | 4.0 | 3.5 | -11.6
- CCOCCn1c(N2CCN(c3ccc(OC)cc3)CC2)nc2c1c(=O)n(C)c(=O)n2C
  1.7 | -0.8 | 1.3 | 2.2 | 2.4 | -6.5 | 5.0 | 4.3 | -5.7 | -11.8
- O=C(N/N=C/c1ccc(F)cc1)c1cc[n+]([O-])cc1
  -0.7 | -1.5 | -5.3 | 2.6 | 15.3 | -2.6 | 8.8 | 3.2 | 9.0 | -2.5
- O=C(CN1C(=O)CCSc2ccccc21)Nc1ccc2c(c1)OCCO2
  3.9 | -2.0 | 2.0 | 1.9 | -3.0 | 2.3 | -7.8 | -2.0 | 0.7 | -3.2
- CCCCCCCCCCn1c2c(c(=N)c3c1CCC3)CCC2
  5.8 | 1.9 | 1.1 | -16.7 | -8.8 | 7.5 | -7.6 | 0.5 | 5.7 | 1.3
- COCc1c(C(=O)OC)nnn1-c1ccc(C(F)(F)F)cc1[N+](=O)[O-]
  -1.2 | -6.5 | -9.7 | -9.6 | 0.0 | -4.1 | 3.4 | 3.7 | -1.3 | 9.6
- COc1ccc(NC(=O)C2(C)Cc3c(-c4cccc(C(N)=O)c4)ccnc3O2)cc1 (stereo not given)
  1.7 | -4.1 | -8.7 | 6.7 | -2.3 | -13.0 | -7.5 | 0.1 | -23.7 | 5.3
- O=C(O)c1ccc2cc[nH]c2c1
  0.0 | -7.3 | -0.8 | -1.6 | 2.9 | -2.4 | 3.2 | 0.4 | -18.2 | -5.5
- COc1ccc(CCNC(=O)COC(=O)C2CC2)cc1OC
  2.4 | 6.5 | 5.0 | -8.9 | -2.7 | 4.7 | 0.3 | 9.2 | 4.9 | 5.9
- NC(=O)c1ccccc1N1CCCCC1
  2.5 | -1.1 | -4.2 | -5.0 | -8.9 | 3.7 | 1.8 | -0.1 | -4.2 | -7.2
- Cc1cc(C)c(NC(=O)NC2CCCCC2)c(C)c1
  0.1 | 0.3 | 2.2 | -2.4 | 5.2 | -4.3 | 9.9 | 0.5 | 3.6 | 9.2
- Cc1ccc(N(Cc2ccco2)C(=O)c2cccc(S(=O)(=O)N(C)C)c2)cc1
  -1.9 | -3.3 | 1.0 | 0.1 | 0.0 | 8.0 | 1.4 | 0.9 | -1.0 | -0.4
- S=C1NCN(Cc2ccco2)CN1CCc1ccccc1
  3.0 | -3.2 | -6.0 | 4.1 | 2.0 | -4.0 | -3.6 | 1.9 | 11.2 | -0.3
- CCNC(=O)C1CCCN(C(=O)c2cccc(OC(F)(F)F)c2)CC1 (stereo not given)
  -2.1 | -0.2 | -1.8 | 2.5 | -6.1 | -7.5 | 0.2 | -0.4 | -2.6 | 7.8
- COC(=O)c1ccc(CN(c2ccc(OC)cc2)S(=O)(=O)c2ccccc2)cc1
  2.1 | 2.4 | -5.0 | -9.6 | 18.6 | 6.0 | -9.0 | -2.3 | 1.7 | 3.6
- O=C(COc1ccc(Cl)cc1Cl)NC1CC1
  0.3 | -1.6 | -2.8 | 11.0 | -3.3 | -9.2 | -2.1 | 3.4 | 12.7 | 0.3
- FC(F)(F)c1nc2ccccc2n1CCNc1nc(CN2CCCCC2)cs1
  -3.1 | -3.9 | -1.3 | -2.3 | -0.8 | -6.8 | 0.5 | 7.3 | -7.5 | 1.8
- c1ccc2c3c(cc(N4CCOCC4)c2c1)OC1(N2CCOCC2)CCCCC1O3 (stereo not given)
  -1.4 | 2.5 | -2.1 | 5.5 | -6.7 | -11.2 | -7.5 | -0.1 | -5.1 | -6.7
- COC(=O)c1cc2c(ccn2-c2ccc(F)cc2)n1Cc1cccc(OC)c1
  5.0 | -2.9 | -0.7 | 12.5 | -8.4 | 5.9 | 2.6 | -2.3 | -3.0 | -4.4
- Cc1nn2c(=O)cc(CSCC(=O)Nc3ccccc3F)nc2s1
  2.5 | -2.0 | -6.2 | -0.9 | -2.6 | -4.2 | -0.3 | 6.8 | -3.3 | 0.3
- Cc1ccccc1Cn1nc(C)c(NC(=O)c2cc(CC(C)C)on2)c1C
  0.2 | -3.2 | -4.8 | 0.0 | 17.8 | 3.4 | -0.9 | 5.0 | 0.5 | 3.9
- Cc1ccc(S(=O)(=O)N2CC3(O)CN(C(=O)OC(C)C)N(C(=O)OC(C)C)CC3(OC(=O)NCc3ccccc3F)C2)cc1 (stereo not given)
  0.1 | 2.6 | 0.3 | 6.8 | 4.7 | 7.6 | 1.3 | 6.1 | -5.0 | 0.7
- COc1ccc(CC2C(=O)OC(C)(C)OC2=O)c(Cl)c1OC
  0.7 | 1.4 | -3.0 | -9.4 | -2.4 | -3.1 | 5.2 | 1.3 | -15.1 | 3.1

Continued (four carried over from the part before).
Values run as follows: PLCg1 inh | ADAM17 inh | PLCb3 inh | ARFGAP1 inh | TDP2 inh | ADAM10 inh | Tn6 DDE FP | SIAE primary | ASAP1 GAP inh | Tn7 DDE FP
- Cc1nn2c(=O)cc(CSCC(=O)Nc3ccccc3F)nc2s1
  2.5 | -2.0 | -6.2 | -0.9 | -2.6 | -4.2 | -0.3 | 6.8 | -3.3 | 0.3
- Cc1ccccc1Cn1nc(C)c(NC(=O)c2cc(CC(C)C)on2)c1C
  0.2 | -3.2 | -4.8 | 0.0 | 17.8 | 3.4 | -0.9 | 5.0 | 0.5 | 3.9
- Cc1ccc(S(=O)(=O)N2CC3(O)CN(C(=O)OC(C)C)N(C(=O)OC(C)C)CC3(OC(=O)NCc3ccccc3F)C2)cc1 (stereo not given)
  0.1 | 2.6 | 0.3 | 6.8 | 4.7 | 7.6 | 1.3 | 6.1 | -5.0 | 0.7
- COc1ccc(CC2C(=O)OC(C)(C)OC2=O)c(Cl)c1OC
  0.7 | 1.4 | -3.0 | -9.4 | -2.4 | -3.1 | 5.2 | 1.3 | -15.1 | 3.1
- CCNS(=O)(=O)c1ccc(CCC(=O)Nc2cc(Cl)ccc2Oc2ccccc2)cc1
  -4.0 | 5.8 | -13.6 | -0.3 | -7.0 | 20.8* | 5.2 | -6.5 | -13.4 | 1.8
- COc1ccc(NS(=O)(=O)CC23CCC(CC2=O)C3(C)C)cc1 (stereo not given)
  2.9 | 6.1 | 6.2 | -1.9 | -3.1 | 3.2 | 0.8 | 3.5 | -1.1 | -2.9
- COc1ccc(C(=O)CCC(C)(C)[N+](=O)[O-])cc1
  0.7 | -1.9 | -5.8 | -1.1 | 6.3 | 4.3 | 0.8 | 3.0 | 8.3 | -1.9
- O=C(/C=C/c1ccco1)NCC1(c2ccccc2)CCCC1
  2.8 | -1.6 | -0.9 | 8.7 | -8.8 | -6.9 | -1.2 | -0.5 | -4.6 | -1.3

Screening results (PubChem BioAssay)
